Screens: PubChem BioAssay, National Center for Advancing Translational Sciences (NCATS)
Vif-APOBEC3G blk: qHTS for Inhibitors of Vif-A3G Interactions: qHTS; Potency, µM (highest dose often 46.1 µM), without a hit: at the highest dose activity, negative = active, actives largely listed as inhibitors; 0.076% of 410,000 active; HeLa A3G-eYFP + Vif (tagged APOBEC3G with the HIV-1 protein that degrades it), YFP fluorescence, overnight; AID 602310, 2012;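 also: potency is read from the fitted curve at half-maximal effect; % is scaled to controls: 0 for no effect and ±100 for the full control effect; nearly all actives have a fitted effect of over 60% in size; hits raise eYFP signal because A3G escapes Vif-driven loss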
Target sequence (Q9HC16 whole entry, looked up): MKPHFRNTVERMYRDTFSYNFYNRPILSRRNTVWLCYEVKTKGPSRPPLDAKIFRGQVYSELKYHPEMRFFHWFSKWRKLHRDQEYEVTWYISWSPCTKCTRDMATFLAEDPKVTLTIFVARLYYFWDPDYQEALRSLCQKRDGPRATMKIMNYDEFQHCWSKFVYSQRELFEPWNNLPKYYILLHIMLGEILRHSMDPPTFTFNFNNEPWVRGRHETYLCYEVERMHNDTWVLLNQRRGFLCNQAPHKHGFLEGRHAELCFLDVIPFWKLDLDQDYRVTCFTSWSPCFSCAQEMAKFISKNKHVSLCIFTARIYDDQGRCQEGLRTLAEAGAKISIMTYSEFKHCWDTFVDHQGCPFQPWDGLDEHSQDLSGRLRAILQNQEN
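Read-out is eYFP fluorescence (Ex 488/Em 500-530) from Vif-expressing HeLa A3G-eYFP cells; more signal means A3G escaped Vif-mediated degradation. Cells plated overnight, compound pinned in, incubated overnight at 37 deg C.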
D2 PAM: HTS Assay for Positive Allosteric Modulators of the Human D2 Dopamine Receptor: Primary Screen for Potentiators. D(2) dopamine receptor (Homo sapiens), P14416. HEK293 T-REx D2, calcium flux, EC20 dopamine potentiation. potentiation, % at 10 µM. 0.34% of 340,000 active. AID 485347, 2010;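 active = potentiation over 3 SD above the plate norm, cut at about 30% in these data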; also: 0% is about no effect
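Cells plated with tetracycline inducer and held overnight at 30 C; calcium dye loaded 30–90 min at room temperature; baseline taken, compound added and read 180 s; EC20 dopamine then added and read 180 s.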
D1 agonist: Allosteric Agonists of the Human D1 Dopamine Receptor: qHTS | AID 504660, 2011 | 1% of 360,000 active | D(1A) dopamine receptor (Homo sapiens), P21728 | HEK293 T-REx D1 cells, calcium flux, agonist mode | activation, % at 2 µM; in the data active = activation above about 30%; also: 0% is about no effect
Target sequence (P21728 whole entry, looked up): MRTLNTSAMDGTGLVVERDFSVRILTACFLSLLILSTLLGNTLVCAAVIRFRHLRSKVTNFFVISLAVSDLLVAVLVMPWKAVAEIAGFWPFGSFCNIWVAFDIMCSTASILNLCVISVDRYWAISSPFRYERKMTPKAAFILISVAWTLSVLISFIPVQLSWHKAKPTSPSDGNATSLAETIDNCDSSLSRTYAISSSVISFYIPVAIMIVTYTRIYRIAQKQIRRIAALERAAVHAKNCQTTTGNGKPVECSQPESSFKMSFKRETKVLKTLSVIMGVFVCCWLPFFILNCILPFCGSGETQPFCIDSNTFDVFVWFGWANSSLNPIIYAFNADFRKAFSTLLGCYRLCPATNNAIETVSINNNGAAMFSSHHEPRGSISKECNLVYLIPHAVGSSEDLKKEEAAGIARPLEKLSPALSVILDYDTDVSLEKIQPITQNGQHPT
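Agonism was scored from calcium flux recorded over 180 s (1 read/s) after pintool compound addition, following a 10-cycle baseline. Cells were inducible force-coupled HEK293 TREx D1, plated overnight at 30 C and loaded with no-wash calcium dye.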
RXFP1 ag: qHTS Assay for Agonists of the Relaxin Receptor RXFP1 | Potency, µM (doses to about 57.5 µM), for inactives: top-dose activation, usual class: activators | Relaxin receptor 1 (Homo sapiens), Q9HBX9 | 0.3% of 370,000 active | HEK293T-RXFP1 cAMP TR-FRET, 30 min; response scale: percent of porcine relaxin response, buffer zero; also: potency is read from the fitted curve at half-maximal effect; % is scaled to controls: 0 for no effect and ±100 for the full control effect; nearly all actives have a fitted effect of over 60% in size; many of its hits are not listed in these tables
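Agonist response is measured as cAMP accumulation in an RXFP1-transfected HEK293T line under PDE4 inhibition. Values are scaled between buffer-only and 29 nM porcine relaxin, and EC50s come from standard Hill equation fits.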
D1 PAM: Potentiators of Human D1 Dopamine Receptor: qHTS. potentiation, % at 10 µM. D(1A) dopamine receptor (Homo sapiens), P21728. HEK293 TREx D1 cells, calcium flux, dopamine EC20 potentiation. 0.036% of 360,000 active. AID 504651, 2011; in the data active = potentiation above about 30%; also: 0% is about no effect
Glioma ERSR ind: qHTS for Inducers of the Endoplasmic Reticulum Stress Response (ERSR) in Human Glioma: qHTS; 0.02% of 420,000 active; U87-MG GRP78 promoter luciferase reporter, 16 h; Potency, µM, without a hit: at the top dose activation, usual class: activators; AID 602332, 2012; also: potency is read from the fitted curve at half-maximal effect; series mostly up to about 76 µM; % of control where 0% means no effect; nearly all actives have a fitted effect of over 35% in size
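ERSR induction read as luciferase luminescence (Bright-Glo, 10 min at room temperature) in stably transfected human U87-MG glioma cells exposed to compounds for 16 h, using GRP78 as sensor.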
RXFP1 antag: qHTS Assay for Antagonists of the Relaxin Receptor RXFP1; Relaxin receptor 1 (Homo sapiens), Q9HBX9; HEK293-RXFP1, relaxin-stimulated cAMP HTRF, 30 min; stronger effect = lower value; activity change, negative = inhibition, % at 57.5 µM; 0.59% of 350,000 active; AID 1259400, 2018;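 active = activity change of -60% or lower, but not beyond a set lower limit; inconclusive = change between -60% and -40%, or beyond the set limit; inactive = change above -40%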; also: % is scaled to controls: 0 for no effect and ±100 for the full control effect
D1 antag: Antagonist of Human D 1 Dopamine Receptor: qHTS | D(1A) dopamine receptor (Homo sapiens), P21728 | HEK293 TREx D1 cells, calcium flux, dopamine EC80; stronger effect = lower value | activity change, negative = inhibition, % at 10 µM | 3.2% of 360,000 active; in the data active = activity change below about -30%; also: % is scaled to controls: 0 for no effect and ±100 for the full control effect
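Tetracycline-induced HEK293 T-REx cells with force-coupled D1 receptor were loaded with a no-wash calcium dye. Compound was added after a 10 s baseline and read kinetically for 180 s; EC80 dopamine was then added and calcium flux followed another 180 s.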
Vif-A3F inh: qHTS for Inhibitors of Vif-A3F Interactions: qHTS; 0.2% of 390,000 active; Potency, µM (titrated, usually from 46.1 µM), without a hit: at the top dose activity, negative = active; HeLa A3F-eYFP + Vif (tagged APOBEC3F with the HIV-1 protein that degrades it), YFP fluorescence increase; also: potency is read from the fitted curve at half-maximal effect; % of control where 0% means no effect; nearly all actives have a fitted effect of over 65% in size
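HeLa cells stably expressing A3F-eYFP plus Vif, plated and incubated overnight at 37 deg C, then exposed to compounds overnight at 37 deg C. Blocked degradation read as raised yellow fluorescence (Ex 488/Em 500-530).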
An asterisk follows results filed as active; ? = inconclusive; · = no result given. Unless noted, calls follow the shape of the dose curve; as a rule, active = well fitted curve in the direction sought with a large enough effect; inconclusive = small, poorly fitted or top-dose-only effect, or another doubt; inactive = no such curve, though single readings can be large; an effect the other way counts as inactive or inconclusive. This is a subset. The share of hits here may be higher or lower than overall.

SMILES	Vif-APOBEC3G blk	D2 PAM	D1 agonist	RXFP1 ag	D1 PAM	Glioma ERSR ind	RXFP1 antag	D1 antag	Vif-A3F inh
O=C(Nn1cnnc1)c1ccc(Cl)c([N+](=O)[O-])c1	1.7%	0.4	3.2	0.7%	-6.2	1.2%	-29.4	-4.5	5.7%
CCOC(=O)c1nc(C)n(-c2ccc([N+](=O)[O-])cc2)n1	0.4%	-1.5	1.8	19.9%	0.1	-0.3%	7.4	-3.4	-7.3%
O=c1oc2ccccc2n1Cn1c(=O)oc2ccccc21	-1.5%	0.6	0.4	1.9%	7.8	-4.9%	-8.9	-4.3	-1.7%
CC1CN(C(=O)N2c3ccccc3Sc3ccccc32)CC(C)O1 (configuration not stated)	1.7%	-2.0	2.4	-3.6%	-13.7	-4.5%	?	-33.5*	2.3%
O=[N+]([O-])c1cccc(/C=C/C=N/Nc2nc(N3CCCCC3)nc(N3CCCCC3)n2)c1	0.7%	·	0.7	1.3%	-6.5	6.6%	-3.7	5.2	?
CC(C)C(=O)NNC(=O)c1ccccn1	0.2%	-24.1	2.7	-0.6%	-0.2	-4.0%	-1.5	2.6	-3.3%
CCCCc1c(O)nc(SCC(=O)c2ccccc2)n(-c2ccccc2C)c1=O	-3.5%	-2.0	0.7	0.6%	-2.1	-1.0%	-21.8	5.6	6.4%
CCCC(=O)N1c2nc(C(C)C)nn2C2(CCCCC2)[C@@H]2CCCC[C@@H]21	0.4%	0.2	0.7	0.5%	2.0	-4.1%	1.2	27.4	-0.6%
CCCC(=O)N(Cc1cc(=O)[nH]c2ccccc12)c1ccccc1	2.8%	4.3	3.7	0.0%	0.4	-5.8%	-4.1	15.1	0.0%
O=C(Cn1c(=O)n(Cc2ccc(C(=O)NCc3ccc4c(c3)OCO4)cc2)c(=O)c2ccccc21)Nc1ccc(F)cc1F	-23.0%	4.4	7.0	2.9%	0.1	-2.5%	-7.0	-7.5	-1.2%
Cc1ncc([N+](=O)[O-])n1CC(=O)NCCc1ccccc1	1.8%	12.7	0.6	-2.2%	5.8	-3.0%	1.1	-10.9	11.1%
COc1ccccc1N1CCN(C(=O)Cn2ncc3c(=O)oc4ccccc4c32)CC1	2.0%	24.8	-0.8	2.9%	3.0	4.5%	·	9.9	-10.2%
O=C(NCCc1c[nH]c2ccccc12)C(=O)NCC1OCCCN1S(=O)(=O)c1cc(F)ccc1F (configuration not stated)	-1.1%	12.1	3.5	0.1%	-0.6	-3.9%	-29.6	-9.8	-2.3%
CC1(C)C(c2ccccc2)=NC(c2ccccc2)N1O (configuration not stated)	-1.6%	·	4.0	-0.4%	3.6	-2.1%	-0.1	0.7	1.5%
Cc1cc(=O)n2nc(N3CCCC(C(=O)NCCC4=CCCCC4)C3)sc2n1 (configuration not stated)	-0.8%	19.0	1.5	2.4%	-1.1	1.2%	5.2	-4.3	·
CS(=O)(=O)Nc1ccc2c(c1)C(=O)OC2	-5.5%	-0.9	0.7	1.2%	-0.6	-2.9%	-15.5	-5.0	-11.0%
CCC1Oc2ccc(C)cc2N(CC(=O)N(Cc2cccnc2)Cc2ccc(C)o2)C1=O (configuration not stated)	2.4%	·	-4.5	1.5%	0.3	-3.2%	0.6	-6.8	-10.0%
Cc1cc(C)c(NC(=O)C2CCCN2CCOC(=O)c2ccccc2)c(C)c1 (configuration not stated)	1.5%	7.6	5.2	2.5%	1.9	-4.9%	-5.3	-1.8	-14.4%
CC(=O)Nc1cccc(NC=C(C#N)C#N)c1	0.7%	-2.1	1.5	1.3%	-2.8	-2.0%	2.4	-6.1	-5.6%
Cc1c(C(=O)OCC(=O)N2CCN(c3ccccc3)CC2)oc2ccccc12	-0.3%	·	·	·	·	-3.3%	-22.4	·	0.9%
COc1ccc(NC(=O)NCc2ccccc2F)cc1OC	1.9%	7.6	1.2	2.2%	-0.8	-0.2%	-0.4	4.9	0.7%
Cc1ccccc1NC(=O)CSc1cn[nH]n1	0.4%	8.9	3.1	-0.3%	·	-2.0%	-6.4	5.0	8.0%
O=C(CSc1n[nH]c(-c2cccnc2)n1)Nc1ccccc1	-2.5%	3.8	0.5	0.0%	-5.0	-2.7%	-7.1	4.5	-15.3%
CN(c1ccccc1C(=O)Nc1ccc2ccccc2c1)S(C)(=O)=O	-1.0%	·	·	·	·	-1.5%	5.7	·	0.5%
O=C(O)C(Cc1ccccc1)N=C(NS(=O)(=O)c1ccccc1)c1ccccc1 (configuration not stated)	-6.4%	·	·	·	·	-4.0%	-11.8	·	0.4%
COc1ccc(Br)cc1CN(C)CC(=O)Nc1cccc(S(=O)(=O)N2CCCC2)c1	8.4%	·	·	·	·	-3.2%	-6.0	·	2.2%
CCOc1ccc(NC2OC(CO)C(O)C(O)C2O)c([N+](=O)[O-])c1 (configuration not stated)	1.1%	-1.6	-0.2	0.7%	0.8	-3.7%	-27.3	-11.0	4.6%
COc1ccc(OC)c(CNC(=O)c2cnc(N(C)C)nc2)c1	·	-5.1	-1.0	1.9%	0.1	·	2.2	8.3	·
COc1cccc(OC)c1C(=O)Nc1ccc2nc(C)c(C)nc2c1	-1.2%	-17.9	4.3	2.0%	-6.8	-0.9%	5.8	40.1	2.3%
CC(C)CN(C(=O)CSc1ncnc2sccc12)C1CCS(=O)(=O)C1 (configuration not stated)	-6.6%	1.4	1.9	9.3%	-1.1	-4.0%	1.8	9.8	0.3%
O=C(O)c1ccccc1OCCN1CCCC1=O	-0.1%	1.6	1.0	0.0%	6.8	-1.1%	-3.0	-10.6	-6.4%
O=C(c1ccco1)N1CCN(S(=O)(=O)c2ccc(Br)s2)CC1	-0.6%	-3.0	0.6	-0.6%	0.7	-3.4%	11.0	8.3	2.5%
Cc1ccc(N2CC(C(=O)N3CCC(C(=O)Nc4ccc(Br)cc4)CC3)CC2=O)cc1 (configuration not stated)	0.8%	3.1	2.9	2.3%	·	-4.0%	-9.9	-12.1	4.8%
CC(=O)c1ccc(S(=O)(=O)N2CCn3cccc3C2c2ccccc2F)cc1 (configuration not stated)	2.4%	-8.6	-0.2	-2.1%	-3.0	-3.1%	9.2	·	2.3%
CCOC(=O)c1c(CN2CCN(C)CC2)oc2ccc(O)cc12	-1.0%	5.9	4.8	-0.4%	-1.9	-2.3%	-3.4	5.0	7.0%
Cc1nc(SC2CCOC2=O)c2c(C)c(C)sc2n1 (configuration not stated)	1.4%	11.6	-1.7	?	4.9	-3.1%	-7.7	-4.1	-1.0%
CCOc1ccc(C(c2c(C)[nH][nH]c2=O)c2c(C)[nH][nH]c2=O)cc1OCC	-6.2%	13.1	1.3	0.2%	-4.0	-2.7%	-10.2	-14.6	2.3%
COc1ccc(C(=O)Nc2nnc(SCc3cc(=O)n4cc(Cl)ccc4n3)s2)cc1	-0.8%	9.7	-0.6	8.7%	-1.9	0.0%	-5.1	-0.1	0.7%
O=C(OCC(=O)C12CC3CC(CC(C3)C1)C2)c1ccc(O)cc1	-6.9%	·	·	·	·	3.9%	6.5	·	-12.4%
Cc1oc(-c2ccccc2)nc1CS(=O)CC(=O)N1CCc2ccccc2C1 (configuration not stated)	0.2%	6.2	1.8	0.8%	-8.0	-5.0%	·	-26.9	1.0%
CCOc1ccc(-n2nc(CO)c(C(=O)NCc3ccc(Cl)cc3)n2)cc1	-4.7%	3.5	4.8	3.2%	-0.1	-0.4%	-29.5	14.0	-4.8%
Cc1cccc(NC(=S)N/N=C(\c2ccccc2)C(C)C)c1	1.7%	13.5	5.2	0.9%	-4.9	0.8%	-14.8	-0.5	3.3%
Cn1cccc1/C=N/NC(=O)c1ccco1	0.3%	-1.8	0.8	0.9%	-11.2	2.0%	-7.2	5.5	-13.6%
CCOC(=O)Nc1nc(-c2ccccc2)c(C(=O)c2ccccc2)s1	-39.5%	0.1	3.0	6.7%	-6.0	-5.1%	6.9	-8.9	-1.7%
COc1ccc(CNC(=O)c2cc(C)nc3ccccc23)cc1OC	0.6%	5.3	1.9	3.2%	-6.5	-0.1%	-13.5	-12.9	5.2%
COc1cc(-c2nc(-c3ccc4c(c3)[nH]c(=O)n4C)no2)cc(OC)c1OC	0.6%	10.1	1.6	0.6%	-2.3	-5.8%	·	-17.2	5.7%
C[N+]1(CN2C(=O)C3C4C=CC(C4)C3C2=O)CCCCC1 (configuration not stated)	1.0%	2.9	2.0	-0.6%	-5.2	-1.9%	-5.0	8.0	1.1%
COCC(C)n1c(SCC(=O)Nc2sccc2C(N)=O)nc2ccccc2c1=O (configuration not stated)	3.3%	6.0	0.4	0.4%	-9.2	-3.9%	5.5	-16.9	5.3%
CCn1c2ccccc2c2nnc(SCC(=O)NC3CCS(=O)(=O)C3)nc21 (configuration not stated)	0.6%	11.6	4.6	6.5%	-4.6	-2.6%	22.1	-19.3	0.0%
COc1ccc(OCCNC(=O)c2ccccc2Cl)cc1	-5.1%	1.1	1.2	-0.2%	-7.5	-0.3%	-3.0	3.3	1.0%

Structural class: the entries above with a COOH group.
SMILES	Vif-APOBEC3G blk	D2 PAM	D1 agonist	RXFP1 ag	D1 PAM	Glioma ERSR ind	RXFP1 antag	D1 antag	Vif-A3F inh
O=C(O)C(Cc1ccccc1)N=C(NS(=O)(=O)c1ccccc1)c1ccccc1 (configuration not stated)	-6.4%	·	·	·	·	-4.0%	-11.8	·	0.4%
O=C(O)c1ccccc1OCCN1CCCC1=O	-0.1%	1.6	1.0	0.0%	6.8	-1.1%	-3.0	-10.6	-6.4%
